RECQ1 helicase: qHTS Assay for Inhibitors of RecQ-Like Dna Helicase 1 (RECQ1); Potency, µM (doses to about 57.3 µM), for inactives: at the highest dose activity, negative = inhibition, hits mostly inhibitors; ATP-dependent DNA helicase Q1 (Homo sapiens), P46063; RECQ1 DNA unwinding, red fluorescence kinetic read; 240,000 compounds, 0.54% hits;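 note: plate controls were vehicle for no effect and no enzyme for full effect; nearly all actives have a fitted effect of over 30% in size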
Target sequence (P46063 whole entry, looked up): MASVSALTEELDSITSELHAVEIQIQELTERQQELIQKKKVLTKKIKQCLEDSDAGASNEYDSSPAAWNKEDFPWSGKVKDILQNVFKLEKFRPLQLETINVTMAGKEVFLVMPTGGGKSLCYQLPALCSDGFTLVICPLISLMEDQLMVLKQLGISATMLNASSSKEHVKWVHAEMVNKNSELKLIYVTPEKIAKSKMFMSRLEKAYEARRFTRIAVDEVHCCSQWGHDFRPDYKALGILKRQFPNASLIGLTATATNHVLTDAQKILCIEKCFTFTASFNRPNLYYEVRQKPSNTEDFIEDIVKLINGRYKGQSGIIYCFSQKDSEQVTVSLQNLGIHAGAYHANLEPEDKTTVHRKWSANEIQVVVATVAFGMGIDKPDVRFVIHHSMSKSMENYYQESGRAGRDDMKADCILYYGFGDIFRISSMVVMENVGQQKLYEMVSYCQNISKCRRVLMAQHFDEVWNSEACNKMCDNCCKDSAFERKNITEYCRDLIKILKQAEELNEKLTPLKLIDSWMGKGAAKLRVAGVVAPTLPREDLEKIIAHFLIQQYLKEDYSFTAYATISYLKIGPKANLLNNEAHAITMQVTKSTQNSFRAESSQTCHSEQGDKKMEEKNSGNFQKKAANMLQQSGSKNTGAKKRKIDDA
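RECQ1T1 50 nM; forked duplex (20 bp + 30-nt ss tails) 200 nM, ATP 2 mM final; pH 8.0, 2 mM MgCl2, 2.5 ug/ml poly(dI-dC); 15 min compound preincubation; discontinuous kinetic read over 2 h at RT.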
ALDH1A1 inh: qHTS Assay for Inhibitors of Aldehyde Dehydrogenase 1 (ALDH1A1). Potency, µM (titrated, usually from 75.3 µM), for inactives: at the top dose activity, negative = inhibition, hits mostly inhibitors. Aldehyde dehydrogenase 1A1 (Homo sapiens), P00352. AID 1030, 2008. 220,000 compounds, 7.3% hits. Purified ALDH1A1, NADH fluorescence, propionaldehyde substrate; active = well fitted inhibition curve with a large enough effect, not every such curve was filed as active; inconclusive = small, poorly fitted or top-dose-only effect, or another doubt; inactive = no such curve, though single readings can be large or run the other way;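 note: plate controls were no enzyme wells and a reference inhibitor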
JMJD2E inh: qHTS Assay for Inhibitors of Human Jumonji Domain Containing 2E (JMJD2E); Potency, µM (series often up to 57.1 µM), inactives show at the top dose activity change, negative = inhibition, hits mostly inhibitors; 230,000 compounds, 1.6% hits; JMJD2E catalytic domain, FDH-coupled NADH fluorescence (FDH is formaldehyde dehydrogenase); active = well fitted inhibition curve with a large enough effect, not every such curve was filed as active; inconclusive = small, poorly fitted or top-dose-only effect, or another doubt; inactive = no such curve, though single readings can be large or run the other way;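 note: 0% = wells with enzyme and -100% = buffer wells without enzyme; nearly all actives have a fitted effect of over 50% in size; many of its hits are not listed in these tables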
Target sequence (B2RXH2 1-337 limits assumed): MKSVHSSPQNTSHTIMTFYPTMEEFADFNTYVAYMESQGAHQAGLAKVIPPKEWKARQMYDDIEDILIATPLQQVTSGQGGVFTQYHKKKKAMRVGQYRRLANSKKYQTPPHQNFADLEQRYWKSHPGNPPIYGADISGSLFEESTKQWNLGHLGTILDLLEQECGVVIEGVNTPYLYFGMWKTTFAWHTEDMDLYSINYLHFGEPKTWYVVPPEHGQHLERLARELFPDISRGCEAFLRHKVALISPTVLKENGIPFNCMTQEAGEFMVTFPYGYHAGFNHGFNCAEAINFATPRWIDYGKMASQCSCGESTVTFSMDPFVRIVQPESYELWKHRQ
SMN2 splice up: qHTS Assay for Enhancers of SMN2 Splice Variant Expression; 210,000 compounds, 2.8% hits; HEK293 SMN2-luciferase splicing reporter, luminescence, 30-36 h; Potency, µM (top dose mostly 46.1 µM), inactives show at the top dose activity change, positive = activation, most hits filed as activators; note: % of control where 0% means no effect; nearly all actives have a fitted effect of over 55% in size
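HEK293 cells carry an SMN2 […]–luciferase reporter in which exon 7 inclusion puts luciferase in frame. Cells were plated 10-12 h before compound addition, then incubated 30-36 h at 37C. ONE-Glo luminescence was read; sodium butyrate at 4.5 mM final served as control.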
L3MBTL1 block: qHTS Assay for the Inhibitors of L3MBTL1; Lethal(3)malignant brain tumor-like protein 1 (Homo sapiens), Q9Y468; AlphaScreen L3MBTL1–H3K9me1 peptide binding; Potency, µM (titrated, usually from 57.1 µM), inactives show at the top dose activity, negative = inhibition, usual class: inhibitors; 230,000 compounds, 0.66% hits; note: % is set by controls: 0 for no effect and ±100 for the full control effect; nearly all actives have a fitted effect of over 60% in size
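Read-out is AlphaScreen signal from streptavidin donor and nickel chelate acceptor beads (10 ug/mL final each) bridging L3MBTL1 (50 nM) and biotinylated K9-monomethylated H3(1-15) peptide (75 nM), after 30 min compound exposure at room temperature.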
Tau fibril ThT: qHTS for Inhibitors of Tau Fibril Formation, Thioflavin T Binding; Microtubule-associated protein tau (Homo sapiens), P10636; recombinant tau K18 P301L (four-repeat tau fragment), heparin-induced fibrillization, ThT fluorescence; Potency, µM (highest dose often 57.4 µM), for inactives: at the highest dose activity, negative = inhibition, most hits filed as inhibitors; 270,000 compounds, 2.1% hits; AID 1460, 2008; note: % is set by controls: 0 for no effect and ±100 for the full control effect; nearly all actives have a fitted effect of over 55% in size
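Tau K18 P301L fragment (15 uM unlabeled plus 0.24 uM Alexa 594-labeled) in 100 mM sodium acetate pH 7 with compound, fibrillization induced by 20 uM heparin for 6 hr at 37 C. Thioflavin T (30 uM) added, fluorescence read after 1 hr (ex 450, em 510 nm).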
KinaseGlo FLuc: Counterscreen for Luciferase (Kinase-Glo TM) Inhibition; Luciferin 4-monooxygenase (Photuris pensylvanica), Q27757; AID 1379, 2008; 200,000 compounds, 0.28% hits; Kinase-Glo luciferase, ATP luminescence, 8 min; Potency, µM (top dose mostly 38.3 µM), without a hit: at the top dose activity change, negative = inhibition, usual class: inhibitors; note: % is set by controls: 0 for no effect and ±100 for the full control effect; nearly all actives have a fitted effect of over 60% in size
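Kinase-Glo luciferase light output from ATP and luciferin was measured with 10 uM ATP, within the enzyme's linear range. Buffer: 50 mM imidazole pH 7.2, 50 mM KCl, 7 mM MgCl2, 0.01% Tween 20, 0.05% BSA; luminescence read after 8 min at ambient temperature.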
LMNA splice mod: qHTS Assay for Modulators of Lamin A Splicing; Potency, µM (doses to about 46.1 µM), without a hit: top-dose ratio change, negative = inhibition, most hits filed as inhibitors; HeLa LMNA splicing GFP/RFP minigene ratio, 48 h; AID 1487, 2009; 200,000 compounds, 0.01% hits; active = well fitted inhibition curve with a large enough effect in the signal ratio, with a control signal flat, not every such curve was filed as active; inconclusive = small, poorly fitted or top-dose-only effect, or effect the other way, or a change in a side signal; the % refers to the signal ratio; note: % is set by controls: 0 for no effect and ±100 for the full control effect
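S3 HeLa cells stably expressing lamin A-EGFP splicing minigene plus DsRed2, 600 cells/well, 48 h compound exposure at 37C. Laser-scanning cytometry; analysed as GFP (500-530 nm)/RFP (575-640 nm) total intensity ratio; 0.5% DMSO vehicle.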
Numbers without * were called inactive; i = inactive; ? = inconclusive; nt = not tested or not shown; [ ] = another dose, or the depositor's remark. Unless noted, calls come from the whole dose curve; as a rule, active = well fitted curve in the direction sought with a large enough effect; inconclusive = small, poorly fitted or top-dose-only effect, or another doubt; inactive = no such curve, though single readings can be large; an effect the other way counts as inactive or inconclusive. Potency is the fitted concentration of half-maximal effect. This is a subset; the hit share may differ from the screen's.

SMILES | RECQ1 helicase | ALDH1A1 inh | JMJD2E inh | SMN2 splice up | L3MBTL1 block | Tau fibril ThT | KinaseGlo FLuc | LMNA splice mod
COc1ccc(CCNc2ccc(S(=O)(=O)N3CCCC3)cc2[N+](=O)[O-])cc1 | i | -10% | 8% | -40%[inhibitor] | -17% | -11% | 2% | ?
O=C(NCc1nc2ccccc2[nH]1)C1=C[C@H](c2ccc3c(c2)OCO3)C[C@H](OCc2ccc(CO)cc2)O1 | -13% | ? | ? | nt | 28% | ? | nt | nt
CC(C)COC(=O)NCCOC(=O)Nc1cccc(Cl)c1 | -10% | 4% | -2% | -17% | 7% | -7% | -1% | ?
O=C(OCC(=O)N1c2ccccc2Sc2ccccc21)C1CC(=O)N(Cc2ccco2)C1 (stereo unspecified) | -6% | 35µM* | 0% | -6% | -6% | ? | -1% | -4%
O=C(Cc1cccs1)N/N=C\c1ccc(O)cc1 | 0% | 1% | 0% | nt | nt | -12% | 0% | 4%[46 µM]
Cc1cc(=O)n2[nH]c(NCc3ccccc3F)nc2n1 | -1% | 5% | ? | 7% | 23% | 0% | -3% | 4%[9.22 µM]
CCN(CC)C(=O)C1CC(c2ccc(OC)cc2)=NO1 (stereo unspecified) | 6% | -4% | 0% | 17% | 8% | 10% | -8% | 11%
CCOC(=O)c1c(CSc2ccccc2)oc2ccc(O)cc12 | -10% | -13% | -19% | 14% | -3% | ? | -4% | ?
COc1ccc(-c2csc3nc(C)nc(N4CCN(c5ccc(C(C)=O)cc5)CC4)c23)cc1OC | -9% | -3% | ? | -4% | nt | ? | -1% | nt
COc1ccc(-c2nc3nc(C)cc(C)n3n2)cc1 | -14% | ? | ? | 13µM* | 3%[11.4 µM] | -11% | -18% | 7%
COc1ccccc1NC(=O)CCc1nc(-c2ccccc2F)no1 | i | ? | -1% | 3% | 1% | -1% | -1% | ?
N#CC1=C(Nc2ccc(Br)cc2)CCC1 | i | 1% | 0% | nt | 5% | ? | -7% | ?

For convenience, 6 of the compounds above.
SMILES | RECQ1 helicase | ALDH1A1 inh | JMJD2E inh | SMN2 splice up | L3MBTL1 block | Tau fibril ThT | KinaseGlo FLuc | LMNA splice mod
Cc1cc(=O)n2[nH]c(NCc3ccccc3F)nc2n1 | -1% | 5% | ? | 7% | 23% | 0% | -3% | 4%[9.22 µM]
CCN(CC)C(=O)C1CC(c2ccc(OC)cc2)=NO1 (stereo unspecified) | 6% | -4% | 0% | 17% | 8% | 10% | -8% | 11%
CCOC(=O)c1c(CSc2ccccc2)oc2ccc(O)cc12 | -10% | -13% | -19% | 14% | -3% | ? | -4% | ?
COc1ccc(-c2csc3nc(C)nc(N4CCN(c5ccc(C(C)=O)cc5)CC4)c23)cc1OC | -9% | -3% | ? | -4% | nt | ? | -1% | nt
COc1ccc(-c2nc3nc(C)cc(C)n3n2)cc1 | -14% | ? | ? | 13µM* | 3%[11.4 µM] | -11% | -18% | 7%
COc1ccccc1NC(=O)CCc1nc(-c2ccccc2F)no1 | i | ? | -1% | 3% | 1% | -1% | -1% | ?

Next part.
SMILES | RECQ1 helicase | ALDH1A1 inh | JMJD2E inh | SMN2 splice up | L3MBTL1 block | Tau fibril ThT | KinaseGlo FLuc | LMNA splice mod
COCCCNC(=O)CC(NS(=O)(=O)c1ccc(C)cc1)c1ccc(OC)cc1 (stereo unspecified) | -4% | -3% | -5% | 18% | nt | -11% | -2% | 12%
Cc1cccnc1NCC(O)COc1ccccc1 (stereo unspecified) | 4% | -3% | -25% | -2% | 1% | -2% | 2% | -10%
CC(C)Sc1nnc(NC(=O)c2ccco2)s1 | -6% | 14µM* | -2% | nt | nt | -10% | -11% | nt
CCn1cc(CN(C)S(=O)(=O)c2cccc([N+](=O)[O-])c2)cn1 | -3% | 1% | 9% | nt | 4% | 0% | 4% | nt
CCOC(=O)C1C(=O)NC(N2CCCCC2)=NC1c1ccco1 (stereo unspecified) | i | 10% | 3% | 25% | nt | -1% | 2% | -1%
COc1cc(OC)cc(C(=O)Nn2c(C)nc3ccccc3c2=O)c1 | -1% | 15% | 7% | 13% | 2% | 10% | -3% | ?
Cc1nnc(SCc2ccc(F)cc2Cl)s1 | i | 0% | 5% | ? | 9% | -11% | -2% | 5%
Cc1cc(NC(=O)c2ccccc2[N+](=O)[O-])ccc1Br | -5% | -8% | 1% | 26% | -12% | -13% | 2% | 3%[46 µM]
N#Cc1cc([N+](=O)[O-])ccc1NCCc1ccccn1 | -2% | ? | 7% | nt | nt | -4% | nt | nt
CSc1ccccc1NC(=O)CN(C)Cc1cc(=O)n2ccsc2n1 | i | 2% | 2% | -7% | nt | -8% | 2% | nt
CC[N+]1(CC)CC2=Cc3c(ccc4ccccc34)C(C)C2C1 (stereo unspecified) | -3% | nt | ? | nt | 4% | 2% | nt | nt
O=C(NC1CCCC1)C(c1ccc(F)cc1)N(Cc1ccc(F)cc1)C(=O)c1ccn[nH]1 (stereo unspecified) | -14% | 15% | 1% | -6% | 3% | -1% | 1% | 8%
CC[C@H](C)[C@@H](NC(=O)O[C@@H]1C(=O)c2cc(OC)ccc2O[C@H]1c1cccc(OC)c1)C(=O)OC | i | 0% | ? | 13% | nt | -13% | 5% | nt
O=C1CSC(c2cccc(Cl)c2Cl)N1c1ccccn1 (stereo unspecified) | -3% | -11% | -2% | 8%[1.84 µM] | 6% | -7% | -4% | -5%
COc1ccc2c(c1)c(C(=O)OCCN(C)C)c(C)n2C | 12% | 5% | -2% | nt | nt | 7% | -2% | 4%
COc1ccc(CN=Cc2c(O)[nH]c3ccccc23)cc1 | -17% | -2% | 2% | 9% | -12% | ? | 0% | 25%[9.22 µM]
N#CCSc1nnc2sc3ccccc3n12 | -7% | 7% | 5% | 3% | -1% | -1% | -1% | 5%
COc1ccc(CN2CCN(CCc3ccccc3)C(CCO)C2)c(O)c1 (stereo unspecified) | 0% | ? | -16% | nt | -15% | ? | 4% | nt
O=C(Oc1cccc(Nc2ncnc3ccccc23)c1)c1cccnc1 | -14% | ? | -11% | 7% | -6% | ? | -6% | nt
O=C(COC(=O)CC(c1ccccc1)c1ccccc1)Nc1ccc(F)c(F)c1 | i | -3% | ? | 8% | 23% | 7% | 1% | nt
CN(C)N1C(N)=C(C#N)C(c2cccs2)C2=C1CCCC2=O (stereo unspecified) | 5% | ? | 13% | 7% | nt | -16% | -1% | nt
CCCc1c(C)[nH]c2ccccc2c1=O | -6% | -2% | -9% | -18% | nt | -9% | 15% | -4%
Cc1cc(C)n(C(=O)CN2C(=O)CCC2=O)n1 | -2% | 0% | -1% | 25% | 17%[11.4 µM] | -3% | 2% | -2%
COc1ccc(CN(C(=O)/C=C/C(=O)c2ccc(OC)cc2O)C(C(=O)NC2CCCCC2)c2ccncc2)cc1 (stereo unspecified) | -18% | ? | -30% | -11% | 2% | -14% | -1% | ?
COc1ccccc1N(CC(=O)N/N=C/c1ccc(OCC(=O)NCc2ccco2)cc1)S(=O)(=O)c1ccc(C)cc1 | -15% | -10% | 0% | ? | nt | 12% | 3% | 4%
CCOC(=O)N1CCN(S(=O)(=O)c2ccc(OCC(=O)OC)c(Cl)c2)CC1 | -10% | 20% | 3% | -2% | 46%[activator] | 11% | -1% | 0%
O=C(NCCCN1CCOCC1)c1ccc([N+](=O)[O-])cc1[N+](=O)[O-] | -17% | 2% | -1% | -39%[inhibitor] | nt | -2% | 1% | nt
COc1ccc(NC(=O)CCNS(=O)(=O)c2ccc3c(c2)c(=O)n(C)c(=O)n3C)cc1 | i | -11% | -1% | -4% | 21% | 1% | -1% | 15%
CCSc1nc(N)c(C#N)c(-c2ccccc2Cl)c1C#N | -7% | ? | ? | -23% | nt | -5% | -2% | 7%
Cc1c(-c2ccccc2)oc2c(C(=O)OCC(=O)Nc3ccc(F)cc3)cccc2c1=O | -3% | 3% | 3% | -15% | 10% | -16% | 0% | 2%
CCc1nnc(SCC(=O)NC2CCCC2)nc1CC | 1% | 12% | 9% | 22% | nt | -6% | -2% | 0%
O=C(OCc1ccccc1)c1ccc2c(c1)-c1ccccc1C2=O | 3% | ? | -5% | 13µM* | -3% | ? | 6% | ?
CC1CN(CC(O)COCc2ccc3c(c2)OCO3)CC(C)O1 (stereo unspecified) | 5% | -15% | -8% | -18% | 1% | -5% | 1% | nt
C/C(=N\Nc1nc(-c2cc(C)ccc2C)cs1)c1cc2c(ccc3ccccc32)oc1=O | -33% | -2% | ? | -27% | -11% | ? | -3% | ?
COc1ccc(-c2[nH]ncc2CN2CCC(O)(c3ccc(Cl)cc3)CC2)cc1 | i | 17% | -3% | nt | -23% | -5% | nt | ?
N#Cc1nc(-c2cccc(Cl)c2)oc1NCc1cccnc1 | -2% | ? | ? | -24% | nt | -8% | 0% | ?
